# BoNT-F LC inh = BoNT/F light chain protease inhibitors, primary screen, biochemical, flow cytometry, MLPCN library; Botulinum neurotoxin type F light chain protease (Clostridium botulinum); Multiplex microsphere protease cleavage assay; inhibition, % at 10 µM; hit rate 0.22% among 360,000; in the data active = inhibition above about 35%, passing the limit was not always enough; inconclusive = no clear call, values can overlap the other calls; also: plate controls were buffer without enzyme for full effect and enzyme alone for no effect
# GDH-TPI counter = GDH-TPI coupling enzyme inhibitors, primary screen, artefact control for M. tuberculosis FBA inhibitor project, biochemical, absorbance, full deck; GDH-TPI coupled enzyme counterscreen, NADH absorbance; inhibition, % at 4.8 µM; hit rate 1.2% among 360,000;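 also: 0% = DMSO wells and 100% = wells lacking the enzyme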
# FBA Mtb inh = Mtb FBA enzyme inhibitors, primary screen, biochemical, fluorescence, strain H37Rv; AID 588726, 2011; Fructose-bisphosphate aldolase (Mycobacterium tuberculosis (strain ATCC 25618 / H37Rv)), …; hit rate 2.3% among 360,000; inhibition, % at 1 µM; purified M. tuberculosis FBA, fluorescence read-out; in the data active = inhibition above about 27%;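 also: 0% = vehicle and 100% = reference inhibitor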
# Target sequence (P9WQA3 whole entry, looked up): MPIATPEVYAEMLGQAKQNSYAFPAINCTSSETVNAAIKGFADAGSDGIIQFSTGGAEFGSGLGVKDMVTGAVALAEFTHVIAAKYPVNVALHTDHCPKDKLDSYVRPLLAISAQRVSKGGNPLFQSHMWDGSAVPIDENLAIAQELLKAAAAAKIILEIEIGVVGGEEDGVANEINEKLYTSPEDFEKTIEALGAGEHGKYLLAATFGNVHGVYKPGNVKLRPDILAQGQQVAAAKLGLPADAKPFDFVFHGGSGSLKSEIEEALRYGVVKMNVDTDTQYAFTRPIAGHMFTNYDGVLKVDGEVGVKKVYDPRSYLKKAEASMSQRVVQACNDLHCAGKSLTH
# Mtb BioA inh = M. tuberculosis BioA enzyme inhibitors, primary screen, biochemical, plate reader, single point, HTS. hit rate 0.096% among 360,000. purified M. tuberculosis BioA enzyme. inhibition, % at 9.99 µM. AID 602481, 2012; in the data active = inhibition above about 40%; inconclusive = no clear call, values can overlap the other calls
# FadD28 FP inh = inhibitors of FadD28 bisubstrate probe binding, primary screen, biochemical, fluorescence polarization, single point; Mycobacterium tuberculosis FadD28 fatty-acid-AMP ligase; inhibition, % at 12.5 µM; hit rate 0.22% among 360,000; AID 588549, 2011; in the data active = inhibition above about 8.5%, passing the limit was not always enough; inconclusive = no clear call, values can overlap the other calls
# CCHF vOTU inh = CCHFV vOTU protease inhibitors, primary screen, biochemical, Pep-AMC substrate, fluorescence. hit rate 0.55% among 370,000. AID 651958, 2012. Crimean-Congo hemorrhagic fever virus L polyprotein viral ovarian tumor (vOTU) protease …. inhibition, % at 11.5 µM; also: 0% = vehicle wells with enzyme and 100% = no enzyme wells
# PrPC TRFRET = inhibitors of human cell surface prion protein PrPC, primary screen, cell-based, TR-FRET | TR-FRET read-out | inhibition, % at 13.8 µM | hit rate 0.43% among 370,000 | AID 720596, 2013; in the data active = inhibition above about 24%; also: 0% = median of the test wells and 100% = reference compound wells
# UGM FP inh = M. tuberculosis UGM enzyme inhibitors, primary screen, biochemical, fluorescence polarization, single point. UDP-galactopyranose mutase (Mycobacterium tuberculosis (strain ATCC 25618 / H37Rv)), …. purified UGM, fluorescence polarization probe displacement. inhibition, % at 10 µM. hit rate 0.06% among 320,000; in the data active = inhibition above about 10%, passing the limit was not always enough; inconclusive = no clear call, values can overlap the other calls
# Target sequence (P9WIQ1 whole entry, looked up): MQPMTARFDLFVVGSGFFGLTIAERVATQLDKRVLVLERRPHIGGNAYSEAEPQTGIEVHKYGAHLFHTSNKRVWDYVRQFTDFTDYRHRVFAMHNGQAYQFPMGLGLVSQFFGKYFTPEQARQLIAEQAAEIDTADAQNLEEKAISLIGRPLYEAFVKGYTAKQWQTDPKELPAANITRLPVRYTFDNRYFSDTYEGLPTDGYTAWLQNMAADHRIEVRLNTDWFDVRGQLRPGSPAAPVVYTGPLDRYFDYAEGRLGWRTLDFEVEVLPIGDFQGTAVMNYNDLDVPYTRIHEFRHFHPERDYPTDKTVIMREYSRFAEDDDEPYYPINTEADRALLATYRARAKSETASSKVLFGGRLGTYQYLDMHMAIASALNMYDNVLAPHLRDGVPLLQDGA
# BoNT A protease = BoNT/A light chain protease inhibitors, primary screen, biochemical, flow cytometry, MLPCN library. Botulinum neurotoxin type A light chain protease (Clostridium botulinum A str. ATCC 3502). multiplex microsphere protease substrate cleavage. inhibition, % at 10 µM. hit rate 0.17% among 360,000. AID 588499, 2011; in the data active = inhibition above about 30%; inconclusive = no clear call, values can overlap the other calls; also: plate controls were buffer without enzyme for full effect and enzyme alone for no effect
# * marks the source's active call; other numbers are inactive results; ? = inconclusive; / = no result given. Rule as the data show it, unless noted: active = inhibition above about 30%; inactive = the rest. Outcome played no part in choosing rows. Share with any hit: about 4.8%.
SMILES,BoNT-F LC inh,GDH-TPI counter,FBA Mtb inh,Mtb BioA inh,FadD28 FP inh,CCHF vOTU inh,PrPC TRFRET,UGM FP inh,BoNT A protease
COc1ccc(C2=NCC(CSc3nnnn3C)S2)cc1 (stereo not drawn),-1.6,5.6,5.0,1.0,-0.7,8.8,2.4,-2.3,1.0
O=C(O)CNC(=O)c1ccc(NC(=O)/C(=C/c2ccccc2)NC(=O)c2ccco2)cc1,8.2,12.5,1.6,-0.9,0.7,-5.6,6.2,4.5,6.5
O=C(O)c1ncsc1-c1ccccc1,0.3,0.0,2.0,/,-0.8,6.0,-0.2,1.7,0.6
CC1(c2nnc(-c3ccncc3)o2)CC(c2cccc(Cl)c2)=NO1 (stereo not drawn),6.0,7.9,1.2,-2.2,-0.3,-3.7,7.6,-1.7,0.2
CCCCN1C(=O)C(NC(C)=O)c2cc(Br)ccc21 (stereo not drawn),-17.5,1.7,-2.3,1.7,-1.8,4.8,0.1,-2.6,-1.0
CCC(=O)Nc1ccc(C(=O)CSc2nc(N)cc(N)n2)cc1,0.8,1.4,0.8,-0.2,-3.2,-0.3,-1.7,-1.2,-0.4
Cc1ccc(C)c(C(=O)COC(=O)c2cc(S(=O)(=O)N3CCOCC3)ccc2F)c1,-1.4,8.8,-0.2,-1.2,-0.5,8.7,-7.2,/,-0.1
Cc1ccc(OCC(=O)Oc2c(C)cccc2C)cc1,-13.1,5.5,-1.2,-1.5,-0.2,5.5,1.2,3.0,-1.1
CC(=O)Nc1ccc(NC(=O)[C@@H](NC(=O)c2cccc(C)c2)C(C)C)cc1,4.5,3.7,3.3,-2.5,/,-14.3,-2.8,0.3,0.8
O=C1C=C(c2ccc(Cl)nc2)C[C@@H](c2ccc3c(c2)OCO3)C1,-5.6,12.6,2.1,-0.9,-0.3,-5.2,5.6,-1.6,-1.0
COc1ccc(CNC(=O)c2ccc(CS(=O)c3ccccc3)o2)cc1 (stereo not drawn),-8.6,-4.3,1.1,1.5,-3.2,11.5,-1.4,-0.2,-0.1
CCOc1cc(C(N)=O)cc(OCC)c1OCC,22.9,0.6,-6.8,0.6,-3.1,9.3,-6.2,1.8,-0.3
N#C/C(=C\c1cn(CC(=O)O)c2ccccc12)C(=O)NCc1ccccc1,/,13.7,-1.5,-0.6,-0.5,4.3,-2.2,2.4,/
CN(C(=O)c1cc(-c2cccs2)nn1-c1ccccc1)C1CCS(=O)(=O)C1 (stereo not drawn),-7.1,0.9,-3.5,-0.5,-1.5,-0.1,-0.8,/,-0.8
N#CC1(NC(=O)CSc2nncn2-c2ccccc2F)CCCC1,-0.5,-7.3,1.1,-1.1,-2.7,-0.6,3.5,-1.5,0.3
COc1cccc(-n2ccnc2SCC(=O)N2CCc3ccccc32)c1,7.4,6.7,8.1,-0.1,-2.0,5.6,0.3,0.3,-0.6
CSCCC(NC(=O)c1ccccc1)C(=O)Nc1ccc(C)cc1 (stereo not drawn),-1.3,-6.8,-0.4,/,-2.7,0.1,-0.1,-0.5,-0.1
CN(C)CCOC(=O)c1cn(Cc2ccccc2)c2ccccc12,-1.8,0.8,-1.7,2.8,-3.0,4.9,-2.8,-2.0,-0.5
O=C(Nc1cc(Br)ccc1O)c1cc(-c2ccc3c(c2)OCO3)on1,-1.2,-10.3,0.9,-0.8,-4.1,13.1,-3.1,-3.4,-0.8
CCc1nc(SCC(=O)Nc2cc(C)ccc2OC)c2c(C)c(C)sc2n1,3.5,0.8,2.5,-0.6,1.7,7.2,-0.9,-4.0,3.3
CC[C@]1(C(=O)OC)[C@H]2C(=O)N(Cc3ccccc3)C(=O)[C@H]2[C@H]2CN=C(SCc3ccc(C#N)cc3)N21,-1.9,-5.2,-2.5,0.5,-8.0,-1.3,5.4,/,0.4
O=C(COc1ccc2ccc(=O)oc2c1)NC1CCCCC1,-16.8,32.3*,31.9*,5.0,-1.3,-11.7,-4.2,0.4,-1.5
Cc1cccc(C(=O)NC2CCN(CC(=O)NCc3cccs3)CC2)c1,-2.3,3.9,0.8,/,-0.7,-10.4,-0.1,1.3,-0.4
Cc1ccccc1-n1c(=O)cc(N2CCCCCC2)[nH]c1=O,4.0,0.9,4.0,0.2,0.3,-11.5,1.3,4.7,-0.5
CCCCC[C@@H](C)N1C[C@H](COCc2ccccc2)Oc2cc(N3CCC[C@H]3C(N)=O)ccc2S1(=O)=O,-0.7,/,/,/,/,17.4,-0.8,/,-0.3
# Additional entries follow:
SMILES,BoNT-F LC inh,GDH-TPI counter,FBA Mtb inh,Mtb BioA inh,FadD28 FP inh,CCHF vOTU inh,PrPC TRFRET,UGM FP inh,BoNT A protease
CC(=N\NC(=O)c1ccccc1)/C(=N/O)C(=O)Nc1ccccc1,-2.5,2.3,0.1,1.8,0.4,12.0,4.9,-1.9,-0.8
CC(C)(C)/C(COc1ccccc1[N+](=O)[O-])=N/O,4.2,4.4,5.9,0.6,-3.2,4.8,1.0,-0.3,-1.4
COc1ccc(Cl)cc1-c1cc(C(=O)NCc2ccc(F)cc2)[nH]n1,3.2,6.4,-1.1,-1.8,-0.3,6.5,8.3,/,0.1
Cc1ccc(S(=O)(=O)NN2Cc3ccccc3C2=N)cc1,-14.3,8.5,0.9,0.6,-0.6,-0.1,3.7,0.8,-2.7
N#Cc1ccc(OCC(=O)NNC(=O)C2CCCCC2)cc1,1.3,7.6,29.9*,-0.1,-0.9,-8.2,-0.5,-0.6,0.7
CC[C@]1(C(=O)OC)[C@H]2C(=O)N(C)C(=O)[C@H]2[C@H]2CN(C)C(=NC)N21,-2.8,9.1,-0.3,-0.6,1.8,-6.7,1.2,/,-0.3
CCOc1ccccc1CN1CCCC(CNS(=O)(=O)c2ccc(OC)cc2)C1 (stereo not drawn),4.4,-5.9,1.1,-0.6,-1.7,-9.8,-10.8,-1.4,-3.5
O=C(Oc1ccccc1)c1ccc2nsnc2c1,-4.5,14.0,2.8,0.4,-2.8,-4.4,-10.0,-1.5,0.7
CC(=O)N1CCC(c2c[nH]c3ccccc23)CC1,/,7.3,-0.9,-0.7,0.2,-14.7,10.9,-2.1,/
CC(/C=C1\SC(=O)N(CC(=O)Nc2ccc(O)cc2)C1=O)=C\c1ccccc1,-7.1,18.2,-1.2,0.7,-1.2,20.0,-1.9,0.7,-1.7
Cc1cc2c(cc1S(=O)(=O)N(C)c1ccccc1)n(C)c(=O)n2C,-18.0,-0.8,-0.1,2.5,-0.1,-0.3,0.6,-0.5,2.1
Cc1ccc(-c2csc(NC(=O)c3c(C)noc3C)n2)cc1C,/,-2.5,0.3,-0.6,-0.9,15.0,11.2,3.4,/
O=C(/C=C\Nc1ccccn1)c1ccc(Cl)cc1,-10.4,31.5*,1.1,-0.9,-1.7,-8.8,2.8,-0.4,1.8
CC(C)c1ccccc1NC(=O)COC(=O)COc1ccccc1[N+](=O)[O-],2.0,-10.2,-1.0,/,-3.0,7.1,-7.4,0.3,-0.1
C[C@H](NC(=O)c1nc[nH]c1C(=O)NC1CCN(C(=O)OC(C)(C)C)CC1)C(=O)OCc1ccccc1,-9.8,0.0,-1.2,0.9,-3.9,7.9,-5.4,-1.4,-1.3
COc1ccc(/C=N/N=C2/CC(C)(C)Cc3n[nH]c(=O)cc32)cc1,-2.0,3.1,0.5,-3.5,-1.9,0.3,-11.8,2.8,0.0
O=C(NNC(=S)Nc1ccc(Cl)cc1Cl)c1cccnc1,-8.3,17.8,-0.2,10.2,-0.4,-0.3,-3.3,1.1,0.6
CCOC(=O)C1=CN(CC2CCCO2)C=C(C(=O)OCC)C1c1ccccc1C(F)(F)F (stereo not drawn),1.5,-3.8,24.6,-2.1,-2.0,-33.0,3.7,-0.9,0.3
CCCCOc1cccc(C2/C(=C(/O)c3ccc4c(c3)CC(C)O4)C(=O)C(=O)N2CCN2CCOCC2)c1 (stereo not drawn),?,18.8,-1.8,0.0,-0.9,14.5,5.4,-1.0,?
COC(=O)Cc1c(O)ccn(Cc2ccc(Cl)c(Cl)c2)c1=O,2.5,0.9,-1.3,/,-3.7,-10.9,4.5,-1.1,-0.1
O=C(COc1ccccc1F)NNC(=O)Cn1c(=O)cnc2ccccc21,-13.5,-6.7,-1.2,-1.1,0.0,9.0,5.5,3.5,-3.4
CCN(CC)C(=O)C1=C(C)N(CCCN2CCCC2=O)C(=O)C(CC(=O)NCCc2ccccn2)C1 (stereo not drawn),-2.5,2.4,1.8,-0.1,-1.1,-1.2,-4.2,/,-0.5
Cc1ccsc1/C=N/NC(=O)CC(=O)NCC(C)C,2.0,5.8,-1.7,/,-1.3,6.0,-2.9,-1.9,-1.8
CCCn1cnc2scc(-c3ccc(C)cc3)c2c1=O,-2.8,5.0,-0.6,/,-3.7,7.9,4.0,3.8,-0.6
CCNC(=O)C1(C)CCN(C(=O)c2ccc(OC(F)F)cc2)C1 (stereo not drawn),2.6,8.2,-0.4,-1.4,-0.8,-3.9,-3.1,/,0.3

# Two entries drawn at random from the list so far:
SMILES,BoNT-F LC inh,GDH-TPI counter,FBA Mtb inh,Mtb BioA inh,FadD28 FP inh,CCHF vOTU inh,PrPC TRFRET,UGM FP inh,BoNT A protease
COc1cccc(-n2ccnc2SCC(=O)N2CCc3ccccc32)c1,7.4,6.7,8.1,-0.1,-2.0,5.6,0.3,0.3,-0.6
O=C(O)CNC(=O)c1ccc(NC(=O)/C(=C/c2ccccc2)NC(=O)c2ccco2)cc1,8.2,12.5,1.6,-0.9,0.7,-5.6,6.2,4.5,6.5

# The listing picks up, repeating the two entries before the break.
SMILES,BoNT-F LC inh,GDH-TPI counter,FBA Mtb inh,Mtb BioA inh,FadD28 FP inh,CCHF vOTU inh,PrPC TRFRET,UGM FP inh,BoNT A protease
CCCn1cnc2scc(-c3ccc(C)cc3)c2c1=O,-2.8,5.0,-0.6,/,-3.7,7.9,4.0,3.8,-0.6
CCNC(=O)C1(C)CCN(C(=O)c2ccc(OC(F)F)cc2)C1 (stereo not drawn),2.6,8.2,-0.4,-1.4,-0.8,-3.9,-3.1,/,0.3
Cc1ccc(SCCNC(=O)c2ccccc2F)cc1,-15.6,0.0,1.1,0.7,-1.3,4.5,4.8,-2.3,-3.9
Cc1ccccc1CNC(=O)COc1ccccc1,-15.0,5.1,1.2,-1.3,-2.4,-4.0,1.1,-2.3,-2.7
Cc1cccc(C(=O)NC2CC3CCCC(C2)N3C(=O)Nc2ccccc2)c1 (stereo not drawn),1.4,5.2,4.4,-4.5,0.2,12.9,1.1,1.9,1.3
CN(C)C(=O)c1cccc(-c2cnc3c(NC=O)cc(-c4ccc(F)cc4)cn23)c1,-0.3,6.2,1.8,22.8,-1.4,6.9,-8.8,/,0.1
CCOc1ccccc1NC(=O)NCc1ccc(F)cc1,-8.8,-1.3,1.7,0.6,-1.3,-6.8,2.0,3.4,-0.4
CC(=O)N(C(C)=O)C1=C(C#N)C2(CCCCC2)Cc2ccccc21,-1.4,7.8,1.6,-0.6,-4.3,7.8,5.9,-2.4,0.5
O=C(NNC(=S)NC(=O)c1ccccc1[N+](=O)[O-])c1ccccc1Cl,-3.3,11.7,-1.1,/,-2.7,8.9,-9.8,-0.7,0.5
Cc1cc(Br)ccc1NC(=O)c1cnc(N2CCN(c3ccccn3)CC2)c2ccccc12,3.5,10.1,2.6,-1.2,-0.4,-12.0,-4.3,-0.8,-0.8
Oc1ccc(C[C@@H]2CNCCN2CCc2cccc3ccccc23)cc1,-23.5,10.1,7.0,0.2,-3.3,-7.1,-9.6,0.4,-1.2
COCc1c(CCl)cnc(C)c1O,0.5,5.6,2.9,/,-3.4,3.2,8.8,-0.2,-0.5
O=[N+]([O-])c1cccc(OCCN2CCC(Cc3ccccc3)CC2)c1,?,-2.5,2.6,-2.3,-2.2,10.1,-2.0,0.8,0.7
